# EWS-Fli inh: inhibitors of EWS/Fli oncoprotein transcriptional activity; A673 NR0B1-luciferase reporter, viability-normalised; inhibition, % at 12.6 µM; hit rate 0.67% among 350,000; AID 651661;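 active = mean inhibition of at least 50% after viability correction, with every replicate also passing that limit; inconclusive = mean reaches 50% but only one of two replicates passes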;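 note: firefly luciferase signal divided by Alamar Blue viability fluorescence both relative to DMSO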
# DENV2 CPE: DENV2-induced cell death inhibition; AID 651640; hit rate 1.7% among 350,000; DENV2-infected cells, cytopathic effect rescue, plate reader; CPE inhibition, % at 9.99 µM; in the data active = CPE inhibition above about 20%, passing the limit was not always enough; inconclusive = no clear call, values can overlap the other calls; tested in BHK-21 cells;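 note: 0% = median of neutral control wells and 100% = median of positive control wells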
# SIRT5 block: inhibitors of human sirtuin-5 desuccinylase | Purified SirT5, succinyl-peptide AMC, trypsin-coupled fluorescence | inhibition, % at 15 µM | Q9NXA8 | hit rate 1.1% among 330,000; in the data active = inhibition above about 15%; inconclusive = no clear call, values can overlap the other calls
# Target sequence (Q9NXA8 whole entry, looked up): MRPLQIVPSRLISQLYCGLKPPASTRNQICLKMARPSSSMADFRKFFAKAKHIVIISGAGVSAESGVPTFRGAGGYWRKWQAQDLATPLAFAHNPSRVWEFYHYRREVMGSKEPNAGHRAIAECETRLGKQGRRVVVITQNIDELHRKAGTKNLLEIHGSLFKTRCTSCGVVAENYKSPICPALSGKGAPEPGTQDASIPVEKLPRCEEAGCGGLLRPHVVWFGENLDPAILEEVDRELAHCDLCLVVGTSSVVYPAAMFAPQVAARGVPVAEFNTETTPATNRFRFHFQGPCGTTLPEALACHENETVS
# ARNT TACC3 PPI: disruptors of human ARNT/TACC3 interaction; Q9Y6A5; AlphaScreen His-ARNT PAS-B/GST-TACC3 binding, luminescence; TACC3 fragment carries E629A point mutation; inhibition, % at 9.99 µM; hit rate 0.66% among 390,000;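 active = mean inhibition of replicates at least 50% and at least half of replicates each reaching 50%; inconclusive = half or more replicates reach 50% but mean below 50%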;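 note: 0% = complete ARNT plus TACC3 wells and 100% = ARNT alone without TACC3; many hits fall short of the cut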
# PAX8 inh HTS: PAX8 transcriptional activity inhibition; RMG-I TPO-luciferase reporter, SteadyGlo, 24 h; inhibition, % at 12.6 µM; hit rate 1.2% among 360,000;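 active = mean replicate inhibition at least 60% with every replicate also reaching 60%; inconclusive = only one of the two criteria is met; inactive = mean below 60% and not all replicates reaching 60%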;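 note: luciferase light reporting Pax8 driven TPO promoter activity; plate controls were median of neutral control wells for no effect and mitoxantrone controls for full effect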
# LGR2 inh: Drosophila LGR2 receptor signaling inhibition | HEK293 LGR2, CRE-luciferase, bursicon-stimulated, 4 h | inhibition, % at 9.99 µM | hit rate 0.35% among 380,000;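 active = drop in luminescence signal, shown as inhibition above about 50% in the replicate tests, limit read from the data, passing the limit was not always enough; inconclusive = probably only some replicates passing the limit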;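 note: agonist challenge used bursicon conditioned medium at about half maximal strength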
# Casp6 inh: blocks human caspase-6 cleavage activity; P55212; purified caspase-6, Z-VEID-R110 cleavage fluorescence; inhibition, % at 12.5 µM; hit rate 0.53% among 350,000;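 active = mean inhibition across replicates at least about 35%, with every replicate also reaching that limit, limit read from the data; inconclusive = only one of the two criteria met; inactive = neither criterion met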;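 note: 0% = median of neutral control wells and 100% = no fluorescence left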
# Target sequence (P55212 24-179 limits assumed): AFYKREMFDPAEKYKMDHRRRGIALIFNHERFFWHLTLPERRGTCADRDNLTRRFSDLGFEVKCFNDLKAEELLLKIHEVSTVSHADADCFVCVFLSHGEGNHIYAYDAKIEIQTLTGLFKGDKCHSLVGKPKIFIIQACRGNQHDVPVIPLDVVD
# Target sequence (P55212 194-293 limits assumed): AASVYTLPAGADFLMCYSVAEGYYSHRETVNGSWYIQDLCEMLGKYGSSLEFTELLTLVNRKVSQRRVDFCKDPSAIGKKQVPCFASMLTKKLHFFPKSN
# * marks the source's active call; other numbers are inactive results; ? = inconclusive; . = not tested or not shown; & = joins results of further samples.
SMILES,EWS-Fli inh,DENV2 CPE,SIRT5 block,ARNT TACC3 PPI,PAX8 inh HTS,LGR2 inh,Casp6 inh
COc1ccc(S(=O)(=O)N(CC(=O)NCc2ccncc2)c2ccc(C)cc2)cc1OC,6,-7,-3,-20,2,-5,-2
O=C(c1ccccc1)N1N=C(c2ccccc2)CC1c1ccccc1 (stereo unspecified),19,-2,-3,-30,16,-3,3
Cc1ccc(CNC(=O)CC2Nc3c4ccccc4nc(=S)n3C2=O)cc1 (stereo unspecified),-2,3,-1,.,12,-3,-1
O=C(Cc1ccccn1)NCC[C@@H]1CC[C@H](NC(=O)c2ccccc2F)[C@@H](CO)O1,2,2,3,19,-8,-15,0
CN1C(=O)c2cc(NC(=O)c3cccc(F)c3)ccc2OC[C@@H]2O[C@@H](CC(=O)Nc3ccccc3)CC[C@H]21,3,-11,0,-3,15,3,.
CC1CCCN(C(=O)COC(=O)Cn2cnc3ccccc32)C1 (stereo unspecified),23,4,.,.,-2,12,-2
Cc1ccc(Cl)cc1NC(=O)Cn1cc2c(n1)CCCC2,-3,-2,.,15,-6,5,1
COc1ccccc1NS(=O)(=O)c1cccc(C(=O)N2CCCCCC2)c1,1,7,1,16,7,-3,3
COc1ccccc1C(=O)NNC(=O)C(=O)Nc1cccc(Cl)c1C,-2,-4,.,.,1,-6,2
C[C@@H]1CN([C@@H](C)CO)C(=O)c2cc(C#C[C@@H](C)O)cnc2O[C@H]1CN(C)C(=O)c1ccncc1,3,13,1,-9,.,-1,2
O=C(C[C@H]1CC[C@@H]2[C@H](COC[C@H](O)CN2C(=O)Nc2ccc(Cl)c(Cl)c2)O1)NC1CCC1,-8,2,-1,-10,2,-21,0
O=C(NNS(=O)(=O)c1ccccc1[N+](=O)[O-])c1cccc(Br)c1,8,13,.,-2,15,7,3
CC1CCCN(CCCN2C(=O)C3C(C(=O)Nc4cccc(Cl)c4)C4C=CC3(O4)C2C(=O)NC2CCCCC2)C1 (stereo unspecified),18,-5,-6,-6,5,2,-10
COc1cccc(C(Nc2ccccn2)c2oc(CO)cc(=O)c2O)c1 (stereo unspecified),12,-3,-1,-2,10,8,-4
O=C(COC(=O)c1ccccc1)NC12CC3CC(CC(C3)C1)C2,-2,2,0,-1,-7,-34,3
COCCN(C(=S)Nc1ccc(C(C)C)cc1)C(C)c1cccs1 (stereo unspecified),7,2,-4,-2,-2,-9,0
C=C(C)C(O)Cc1c(OC)ccc(C(=O)/C=C/c2ccc(O)cc2)c1O (stereo unspecified),-23,-4,3,23,.,-33,34
C=CCOc1c(Br)cc(/C=C(\C#N)C(N)=O)cc1OC,-1,.,15,-6,2,-5,1
COc1cc(/C=C/C(=O)c2ccc3c(c2)OCO3)cc(Cl)c1O,-11,-6,2,6,-9,9,11
O=C(NCc1cccnc1)Nc1cccc(NC(=O)NCc2cccnc2)c1F,-7,-3,-4,-2,-8,12,-4
COc1ccc(C(=O)NC(=S)NCc2ccco2)cc1,-14,1,-1,3,-18,.,-5
Cn1c(SCC(=O)NNC(=S)Nc2ccccc2)nnc1-c1ccccc1,8,-4,-4,-5,7,4,2
O=S(=O)(NCc1ccccc1Br)c1ccccc1Br,7,3,.,5,-1,5,-2
COCC(=O)N1C[C@H]2[C@@H](c3ccccc31)[C@H](CO)N2Cc1ccccc1,1,19,0,-2,-5,0,-3
C#CCOCCOCCOCCNc1nc(N2CCOCC2)nc(N2CCN(C(=O)Cn3cc(CCCCN)nn3)CC2)n1,-5,4,-2,-7,-5,5,-17
C[C@]12c3[nH]c4ccccc4c3CCN1C(=O)C(CC(=O)NCc1cccc(C(F)(F)F)c1)C[C@@H]2C(=O)N1CCOCC1 (stereo partly specified),0,5,2,0,11,5,4
O=C(NCCc1ccco1)c1ccc(OCc2cn3ccccc3n2)cc1,-39,-2,10,-2,-24,-14,1
Nc1ccccc1C(=O)NC12CC3CC(CC(C3)C1)C2,9,4,-1,2,1,-7,0
O=C(CSc1nnc(-c2ccncc2)o1)c1ccc2c(c1)OCCO2,-3,4,-3,1,-9,5,2
C[C@@H]1CN([C@H](C)CO)C(=O)c2cccc(NC(=O)NC3CCCCC3)c2O[C@H]1CN(C)C(=O)Nc1cccc2ccccc12,11,-2,.,.,22,22,-1
Cn1cccc1C(=O)OCC(=O)N1CCN(c2ccccc2)CC1,1,-3,0,-3,-3,-12,-3
Cc1ccccc1-c1ccc([C@@H]2[C@@H](CO)N3C(=O)CN(C(=O)Nc4cccc(F)c4)C[C@H]23)cc1,-3,15,13,.,.,-13,.
COc1cc(C(=O)COC(=O)C2CC2(Cl)Cl)cc(OC)c1OC (stereo unspecified),3,2,-1,-4,5,.,-2
CS(=O)(=O)N1CCC(C(=O)Nc2ccc(Cl)c(Cl)c2)CC1,-8,-3,-6,-6,-13,8,-1
Cc1cccc(N2CCN(C(=O)CCN3C(=S)NC(C)(C)CC3C)CC2)c1C (stereo unspecified),7,2,-8,6,20,7,2
CCCN(C(=O)c1ccc2c(SCC(=O)O)c3c(nc2c1)CCC3)c1cccc(C)c1,-3,8,6,2,4,0,65*
Cc1ccc(S(=O)(=O)N(C)C[C@@H]2Oc3ccc(NC(=O)Nc4ccc5c(c4)OCO5)cc3CC(=O)N([C@H](C)CO)C[C@H]2C)cc1,5,0,-3,-7,13,2,2
C[C@H]1CN([C@@H](C)CO)C(=O)c2cccc(NC(=O)Nc3ccc(C(F)(F)F)cc3)c2O[C@H]1CN(C)C(=O)NC1CCCCC1,56*,-1,2,-5,92*,12,-2
Cc1nc2ccc(C(=O)N/N=C/c3cc([N+](=O)[O-])ccc3O)cc2[nH]1,6,-7,-1,14,16,7,-6
COc1ccc(-n2nc(C(=O)NCC(=O)N3CCN(c4ccccn4)CC3)c3ccccc3c2=O)c(OC)c1,-30,-4,-3,-1,-42,-18,-2
O=C(CCn1cnc2ccccc21)N=Nc1c(O)[nH]c2ccccc12,7,2,-2,-3,-2,0,1
CC(=O)c1ccccc1NS(=O)(=O)c1cccc2nsnc12,-3,0,-2,0,-1,3,56*
Cc1ccc(NC(=O)c2sc3ncn(CC(=O)N4CCN(c5ccccn5)CC4)c(=O)c3c2C)cc1F,-9,0,-1,-5,2,6,4
NC(=O)c1ccsc1NC(=O)COC(=O)c1nc(Cl)ccc1Cl,-4,?,-3,11,9,9,-1
O=C(COC(=O)C1(c2ccccc2F)CCCC1)N1CCc2ccccc21,.,.,.,3,-7,7,.
C[C@H](CO)N1C[C@H](C)[C@@H](CN(C)Cc2cccnc2)Oc2cc(/C=C/c3ccccc3)ccc2S1(=O)=O,25,-6,8,.,17,21,0
C[C@@H]1CN([C@H](C)CO)C(=O)c2cccc(NS(=O)(=O)c3ccc(F)cc3)c2O[C@H]1CN(C)C(=O)Nc1cccc2ccccc12,2,2,-1,3,.,2,-2
CSC(=S)NN=C(C)c1cccc(C)n1,13,?,-1,59*,76*,?,1
CCCCNC(=O)C(NC(=O)c1ccc(C)cc1)C(=O)c1ccccc1 (stereo unspecified),-4,-4,.,.,-5,-7,-6
O=C(C1=C[C@H](C2CC2)C[C@H](OCCCCO)O1)N1CCOCC1,-11&0,14&4,1,-2&6,-1&-21,-1,0&0
CCOc1ccc(S(=O)(=O)NCCC(=O)Nc2ccncc2)cc1,-2,15,1,-3,15,9,-5
O=C(CCc1c[nH]c2ccccc12)NCCc1ccc(Cl)cc1,32,-8,-10,2,-76,12,-2
CCC(CC)C(=O)NCc1cccnc1,0,-10,.,-6,-2,2,-3
COc1cc(/C=c2\s/c(=C\C(=O)C(C)(C)C)[nH]c2=O)cc(OC)c1OC,19,-5,2,6,17,9,1
NS(=O)(=O)c1cccc(NC(=S)NCc2ccc3c(c2)OCO3)c1,-2,8,-1,-4,-9,-4,-2
O=C(NCc1cccnc1)c1cc(C2CCCCN2S(=O)(=O)c2cccs2)on1 (stereo unspecified),-5,-5,.,.,-1,-21,0
O=C(Nn1cnc2ccccc2c1=O)c1ccccc1F,-14,7,2,-6,-10,-3,-2
C[C@@H]1CN([C@@H](C)CO)C(=O)c2ccccc2-c2ccccc2CO[C@H]1CN(C)C(=O)Nc1cccc(F)c1,-1,-7,3,6,.,11,-4
CC(C)Oc1ccc(CCC(=O)NNC(=S)NCc2ccccc2)cc1,-10,-2,-7,-5,0,2,-1
CC(C)NC(=O)N1CC[C@@H]2[C@@H](CO)N(C)c3ccc(Br)cc3[C@@H]21,1,16,2,3,-10,-12,1

# More records.
SMILES,EWS-Fli inh,DENV2 CPE,SIRT5 block,ARNT TACC3 PPI,PAX8 inh HTS,LGR2 inh,Casp6 inh
COc1ccc(S(=O)(=O)N(C)C[C@@H]2OCCCC[C@@H](C)Oc3ccc(NC(=O)Nc4c(C)noc4C)cc3C(=O)N([C@H](C)CO)C[C@H]2C)cc1,0,-16,3,-1,7,-12,3
O=C(c1cccc(F)c1)N1CCCCN2[C@H](C1)[C@H](c1ccc(-c3ccncc3)cc1)[C@@H]2CO,0,6,0,-1,-13,-2,0
O=C(C1CCC1)N1CCCCN2[C@H](C1)[C@@H](c1ccc(C#CC3CCCC3)cc1)[C@@H]2CO,3,11,7,8,37,.,-4
Cc1nc(Nc2ccccc2)c2oc3ccc(Cl)cc3c2n1,-43,2,-4,-4,-29,-58,-2
CCOC(=O)[C@H](O)[C@@H](O)c1cccc([C@H](O)[C@@H](O)C(=O)OCC)c1,-7,41*,.,-2,-16,-5,.
Cc1ccc(OCCCCn2cnc3ccccc32)cc1,6,-6,-5,-4,1,-14,-2
Cc1cccc(NC(=S)N2CCN(S(=O)(=O)c3ccc(F)cc3)CC2)c1,.,-10,-2,1,-1,20,4
COc1ccc(CCN(C)C(=S)Nc2cccc(C)c2)cc1OC,9,-5,-4,3,6,21,2
CC(C)c1ccc(OC(=O)c2cccc(S(=O)(=O)N3CCN(C)CC3)c2)cc1,.,-5,-2,-8,-17,11,-1
Cc1ccccc1S(=O)(=O)NCC[C@H]1CC[C@@H](NC(=O)C2CCOCC2)[C@@H](CO)O1,-9,3,-1,-12,-9,-5,1
CCCC(=O)Nc1ccc2c(c1)C(=O)N(C)C[C@H](OC)[C@@H](C)CN(Cc1ccccc1F)[C@@H](C)CO2,2,3,-12,0,.,13,-1
Nn1c(-c2ccccc2)nc2cc(Cl)ccc2c1=O,9,-1,-3,-12,25,4,-4

# Part of the list above, with bars between the fields.
Compound | EWS-Fli inh | DENV2 CPE | SIRT5 block | ARNT TACC3 PPI | PAX8 inh HTS | LGR2 inh | Casp6 inh
COc1ccc(S(=O)(=O)N(C)C[C@@H]2OCCCC[C@@H](C)Oc3ccc(NC(=O)Nc4c(C)noc4C)cc3C(=O)N([C@H](C)CO)C[C@H]2C)cc1 | 0 | -16 | 3 | -1 | 7 | -12 | 3
O=C(c1cccc(F)c1)N1CCCCN2[C@H](C1)[C@H](c1ccc(-c3ccncc3)cc1)[C@@H]2CO | 0 | 6 | 0 | -1 | -13 | -2 | 0
O=C(C1CCC1)N1CCCCN2[C@H](C1)[C@@H](c1ccc(C#CC3CCCC3)cc1)[C@@H]2CO | 3 | 11 | 7 | 8 | 37 | . | -4
Cc1nc(Nc2ccccc2)c2oc3ccc(Cl)cc3c2n1 | -43 | 2 | -4 | -4 | -29 | -58 | -2

# (continued)
SMILES,EWS-Fli inh,DENV2 CPE,SIRT5 block,ARNT TACC3 PPI,PAX8 inh HTS,LGR2 inh,Casp6 inh
Cc1ccnc(NC(=O)c2cccc(NC(=O)COc3ccccc3)c2)c1,-24,-3,1,10,.,-11,2
COc1ccccc1CNC(=O)C[C@H]1C[C@H]2c3cc(NS(C)(=O)=O)ccc3O[C@H]2[C@@H](CO)O1,0,3,-4,-2,8,-18,-2
CCCc1cn(CC[C@H]2CC[C@@H](NC(=O)C3CCC3)[C@H](CO)O2)nn1,0,1,-2,-9,-6,15,0
COC(=O)[C@@]12C[C@@H](CC(=O)NCCCN3CCCC3=O)C(=O)N(Cc3ccc4c(c3)OCO4)C1=CCC(C)(C)C2,-12,-11,-2,.,-27,-3,4
CC1(C(=O)NCCOc2ccccc2Cl)CC1(Cl)Cl (stereo unspecified),5,-1,1,-5,8,-1,2
CC(Sc1nnc(C2CC2)n1C1CC1)C(=O)c1ccc(F)cc1 (stereo unspecified),-7,-2,0,.,9,1,-4

# Assay outcomes from PubChem BioAssay.
